D2 PAM – positive allosteric modulators of human D2 dopamine receptor; P14416; HEK293 T-REx D2, calcium flux, EC20 dopamine potentiation; potentiation, % at 10 µM; 340,000 tested, 0.34% active; AID 485347;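 active = potentiation over 3 SD above the plate norm, cut at about 30% in these data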; note: 0% is about no effect
Target sequence (P14416 whole entry, looked up): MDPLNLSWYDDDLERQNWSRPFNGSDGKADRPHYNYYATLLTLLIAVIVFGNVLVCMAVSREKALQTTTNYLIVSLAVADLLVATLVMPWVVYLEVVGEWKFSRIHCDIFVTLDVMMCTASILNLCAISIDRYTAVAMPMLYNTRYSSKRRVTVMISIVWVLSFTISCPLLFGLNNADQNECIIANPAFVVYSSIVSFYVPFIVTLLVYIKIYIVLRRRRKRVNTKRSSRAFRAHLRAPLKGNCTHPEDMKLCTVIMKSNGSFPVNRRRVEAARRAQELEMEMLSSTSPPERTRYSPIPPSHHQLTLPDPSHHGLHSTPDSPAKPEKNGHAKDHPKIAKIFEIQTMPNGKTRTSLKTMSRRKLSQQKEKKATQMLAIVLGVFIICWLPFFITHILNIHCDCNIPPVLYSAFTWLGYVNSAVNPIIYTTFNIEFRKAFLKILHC
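Using a no-wash calcium dye in inducible, force-coupled HEK293 Trex cells expressing D2, we tracked fluorescence each second for 180 s after compound, then for 180 s after EC20 dopamine to detect augmented signalling.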
D1 potentiator – human D1 dopamine receptor positive modulation; HEK293 TREx D1 cells, calcium flux, dopamine EC20 potentiation; P21728; AID 504651; 360,000 tested, 0.036% active; potentiation, % at 10 µM; in the data active = potentiation above about 30%; note: 0% is about no effect
D1 agonist – human D1 receptor agonism | P21728 | HEK293 T-REx D1 cells, calcium flux, agonist mode | activation, % at 2 µM | 360,000 tested, 1% active | AID 504660; in the data active = activation above about 30%; note: 0% is about no effect
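Agonism was scored from calcium flux recorded over 180 s (1 read/s) after pintool compound addition, following a 10-cycle baseline. Cells were inducible force-coupled HEK293 TREx D1, plated overnight at 30 C and loaded with no-wash calcium dye.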
Vif-APOBEC3F blk – inhibitors of Vif-A3F interaction. HeLa A3F-eYFP + Vif (tagged APOBEC3F with the HIV-1 protein that degrades it), YFP fluorescence increase. Potency, µM (doses to about 46.1 µM), inactives show at the highest dose activity, negative = active. 390,000 tested, 0.2% active. AID 602313; note: potency is the fitted concentration of half-maximal effect; % of control where 0% means no effect; nearly all actives have a fitted effect of over 65% in size
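HeLa cells stably expressing A3F-eYFP plus Vif, plated and incubated overnight at 37 deg C, then exposed to compounds overnight at 37 deg C. Blocked degradation read as raised yellow fluorescence (Ex 488/Em 500-530).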
Vif-A3G inh – inhibitors of Vif-APOBEC3G interaction. Q9HC16. AID 602310. HeLa A3G-eYFP + Vif (tagged APOBEC3G with the HIV-1 protein that degrades it), YFP fluorescence, overnight. Potency, µM (series often up to 46.1 µM), for the others: at the top dose activity, negative = active, hits mostly inhibitors. 410,000 tested, 0.076% active;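 note: potency is the fitted concentration of half-maximal effect; % is set by controls: 0 for no effect and ±100 for the full control effect; nearly all actives have a fitted effect of over 60% in size; hits raise eYFP signal because A3G escapes Vif-driven loss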
Target sequence (Q9HC16 whole entry, looked up): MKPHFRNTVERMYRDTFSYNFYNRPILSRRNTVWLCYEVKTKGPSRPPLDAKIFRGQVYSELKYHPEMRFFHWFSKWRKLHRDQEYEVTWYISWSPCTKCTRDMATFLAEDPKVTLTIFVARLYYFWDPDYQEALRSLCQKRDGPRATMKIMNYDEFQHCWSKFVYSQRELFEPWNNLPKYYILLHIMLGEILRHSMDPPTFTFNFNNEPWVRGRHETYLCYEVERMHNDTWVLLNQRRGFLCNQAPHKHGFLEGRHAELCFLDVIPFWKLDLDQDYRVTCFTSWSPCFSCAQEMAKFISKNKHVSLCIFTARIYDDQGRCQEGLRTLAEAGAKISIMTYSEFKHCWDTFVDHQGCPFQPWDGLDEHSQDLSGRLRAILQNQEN
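Read-out is eYFP fluorescence (Ex 488/Em 500-530) from Vif-expressing HeLa A3G-eYFP cells; more signal means A3G escaped Vif-mediated degradation. Cells plated overnight, compound pinned in, incubated overnight at 37 deg C.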
Glioma ERSR ind – ER stress response induction in glioma; U87-MG GRP78 promoter luciferase reporter, 16 h; Potency, µM, inactives show at the highest dose activation, usual class: activators; AID 602332; 420,000 tested, 0.02% active; note: potency is the fitted concentration of half-maximal effect; series mostly up to about 76 µM; % of control where 0% means no effect; nearly all actives have a fitted effect of over 35% in size
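Stably transfected U87-MG glioma cells carrying a GRP78-based luciferase sensor; 16 h compound incubation. Luminescence end-point read 10 min after Bright-Glo addition at room temperature.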
D1 antagonist – human D1 dopamine receptor antagonism; P21728; HEK293 TREx D1 cells, calcium flux, dopamine EC80; hits give low values; activity change, negative = inhibition, % at 10 µM; 360,000 tested, 3.2% active; in the data active = activity change below about -30%; note: % is set by controls: 0 for no effect and ±100 for the full control effect
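Using tetracycline-induced force-coupled D1 Hek293 cells and a calcium dye, signals were followed for 180 s after compound, then for 180 s after EC80 dopamine, to detect inhibitors.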
RXFP1 agonist – activates the human relaxin receptor RXFP1; Q9HBX9; Potency, µM (highest dose often 57.5 µM), without a hit: at the highest dose activation, actives largely listed as activators; 370,000 tested, 0.3% active; HEK293T-RXFP1 cAMP TR-FRET, 30 min; response scale: percent of porcine relaxin response, buffer zero; AID 2676; note: potency is the fitted concentration of half-maximal effect; % is set by controls: 0 for no effect and ±100 for the full control effect; nearly all actives have a fitted effect of over 60% in size; many of its hits are not listed in these tables
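Agonist response is measured as cAMP accumulation in an RXFP1-transfected HEK293T line under PDE4 inhibition. Values are scaled between buffer-only and 29 nM porcine relaxin, and EC50s come from standard Hill equation fits.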
RXFP1 antag – RXFP1 (human) relaxin receptor antagonism; HEK293-RXFP1, relaxin-stimulated cAMP HTRF, 30 min; hits give low values; activity change, negative = inhibition, % at 57.5 µM; 350,000 tested, 0.59% active; AID 1259400;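 active = activity change of -60% or lower, but not beyond a set lower limit; inconclusive = change between -60% and -40%, or beyond the set limit; inactive = change above -40%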; note: % is set by controls: 0 for no effect and ±100 for the full control effect
* hit, by the source's call; ? = inconclusive; . = not tested or not shown. Unless noted, calls come from the whole dose curve; as a rule, active = well fitted curve in the direction sought with a large enough effect; inconclusive = small, poorly fitted or top-dose-only effect, or another doubt; inactive = no such curve, though single readings can be large; an effect the other way counts as inactive or inconclusive.

SMILES	D2 PAM	D1 potentiator	D1 agonist	Vif-APOBEC3F blk	Vif-A3G inh	Glioma ERSR ind	D1 antagonist	RXFP1 agonist	RXFP1 antag
O=c1c2cc3ccccc3n2cnn1Cc1ccccc1F	3	-6	16	-6%	?	-2%	7	-0.4%	-22
CN(CC(=O)O)c1ccc(S(=O)(=O)N2CCOCC2)cc1[N+](=O)[O-]	16	-1	3	-5%	5%	-4%	-10	-0.2%	-7
CCCn1nc(C(=O)Nc2nc3ccccc3[nH]2)c2ccccc2c1=O	8	-1	0	5%	-15%	9%	2	0.8%	5
Fc1ccc(CN2CCSCC2)cc1Br	-3	2	1	-4%	0%	-3%	17	0.5%	?
CCOc1ccc(NC(=O)/C(C=Nc2ccccc2)=C(\C)O)cc1	3	-5	7	-9%	-1%	6%	-4	-0.2%	-11
COc1ccnc(Oc2ccc(F)cc2)c1C(=O)N/C=N/OCc1ccc(F)cc1Cl	-2	-3	15	-4%	-4%	-2%	-2	1.8%	17
CCOC(=O)c1ccc(NC(=O)CCN2C(=O)C3CC=CCC3C2=O)cc1 (configuration not stated)	11	-10	3	11%	3%	-2%	3	0.3%	-8
O=C(c1ccco1)N1CCN(C(=O)c2cc3sccc3n2Cc2ccccc2)CC1	7	1	0	-11%	-1%	-4%	1	-0.4%	-6
CCOP(=O)(c1ccc(N(C)C)cc1)C(O)c1cccnc1 (configuration not stated)	6	2	2	5%	2%	3%	3	0.7%	-11
Cn1c(NC(=O)c2cc(-c3ccc4c(c3)OCO4)nc3ccccc23)cc(=O)n(C)c1=O	9	1	3	-7%	-26%	6%	-31*	-3.7%	-19
Cc1cc(C(F)(F)F)n2nc(-c3cnn(C)c3C(F)(F)F)c(Cl)c2n1	-8	-2	3	-1%	1%	-3%	-2	6.4%	7
COC(=O)CCc1c[nH]c2ccc([N+](=O)[O-])cc12	.	.	.	1%	2%	1%	.	.	1
COc1ccccc1C(C)NC(=O)c1cc(=O)[nH]c2ccccc12 (configuration not stated)	.	-5	4	-7%	-6%	-5%	-4	-0.5%	8
O=C(CCCO)N/N=C/c1cc(Br)ccc1O	2	-2	4	3%	-6%	-1%	0	0.0%	.
Cc1ccc(CNc2nc(N)c([N+](=O)[O-])c(Nc3ccc(F)cc3)n2)cc1	-8	0	1	-13%	3%	-1%	15	0.4%	9
CC(=O)Nc1cccc(-n2nnc(SCC(N)=O)n2)c1	-7	0	2	5%	6%	1%	-3	-2.8%	6
O=C(O)CNS(=O)(=O)c1ccc(Br)s1	9	1	4	1%	5%	-6%	3	-0.5%	1
CCC(=O)NCCc1nc2ccccc2[nH]1	19	-1	0	-7%	1%	-4%	.	1.2%	-5
CCN(CC)C(=O)CSc1ncnc2c(-c3cccs3)nsc12	-3	-2	-1	4%	0%	2%	-22	3.9%	-1
Cc1ccc(O)c(NC(=S)NC(=O)c2ccccc2Cl)c1	9	2	1	?	-17%	5%	5	-2.9%	14
COc1ccc(NC(=O)Cn2c(=O)n(-c3ccccc3)c(=O)c3sccc32)c(OC)c1	11	-8	2	5%	-22%	-1%	5	22%	-1
COc1ccc(NC(=O)COC(=O)C23CC4CC(CC(O)(C4)C2)C3)cc1Cl	.	.	.	-4%	3%	2%	.	.	-3
COc1cc2ccc(CC(N)=O)cc2cc1OC	.	.	.	-9%	2%	-3%	.	.	1
O=C(NCCc1ccccc1Cl)C1CCC(=O)N(CCCc2ccccc2)C1 (configuration not stated)	20	3	5	3%	-1%	-4%	2	-0.8%	-17
O=S1CC/C(=N\O)c2ccccc21 (configuration not stated)	-3	3	1	-11%	1%	-4%	4	-3.5%	2
Continuation.
SMILES	D2 PAM	D1 potentiator	D1 agonist	Vif-APOBEC3F blk	Vif-A3G inh	Glioma ERSR ind	D1 antagonist	RXFP1 agonist	RXFP1 antag
CCOC(=O)C1CCN(C(=O)C2CCN(c3nnc(-n4cccc4)s3)CC2)CC1	-2	3	-1	0%	-1%	0%	-2	-0.4%	8
COc1cc(Cl)ccc1OCc1cc(C(=O)N2CCN(C)CC2)no1	6	-2	4	-23%	-3%	-5%	-16	2.7%	3
COc1ccc(-c2nc3c(c(SCc4cc(C)ccc4C)n2)Cc2c(CO)cnc(C)c2O3)cc1	1	-4	0	1%	-1%	-3%	1	1.1%	-17
CCN(CC(=O)Nc1ccc(NC(C)=O)cc1)CC(=O)Nc1cccc2ccccc12	.	.	.	-4%	-1%	?	.	.	1
CCC(Sc1nc2c(cnn2-c2ccccc2)c(=O)[nH]1)C(=O)OC (configuration not stated)	.	-1	0	7%	2%	-2%	11	0.3%	1
Cc1ccc(-c2nc(C(=O)NCCCN(C)C)cc3c2[nH]c2ccccc23)cc1	-13	-9	2	?	1%	13%	-18	3.0%	1
COc1ccc(C(=O)NCCSc2ccc(C)cc2)cc1	-4	-2	0	-8%	0%	-1%	-10	1.2%	7
CCC1CCCCN1CCCNC(=O)CSc1nc2nc(C)c(Cc3ccccc3)c(C)n2n1 (configuration not stated)	8	.	10	-6%	0%	4%	-5	7.9%	-7
Cc1cccc(NC(=O)c2ccc(N3CCOCC3)c([N+](=O)[O-])c2)n1	6	3	1	?	0%	1%	1	0.3%	-9
O=C1CCC(C(=O)OC(C(=O)Nc2ccc([N+](=O)[O-])cc2Br)c2ccccc2)=NN1 (configuration not stated)	-3	-9	0	-9%	-6%	3%	4	0.7%	8
CN1C(=O)/C(=C/c2ccc(OCc3ccc(C(=O)O)cc3)c(Cl)c2)NC1=S	12	1	-4	5%	2%	1%	4	-3.3%	-30
O=C(NCc1ccc(Cl)cc1Cl)C(=O)N1CCCCC1	2	1	1	1%	3%	-5%	2	-0.8%	-8
COC(=O)c1scc(C#N)c1N/N=C(\C#N)S(=O)(=O)c1ccc(Cl)cc1	4	-5	18	-10%	-5%	-2%	-32*	0.0%	-16
c1ccc(-c2nnc3n2N=C(c2ccc4c(c2)OCO4)CS3)nc1	-12	-8	1	-17%	-6%	1%	22	1.9%	0
Nc1nc(CSc2nc3ccccc3s2)nc(N2CCCCC2)n1	13	-1	2	-7%	-4%	-3%	5	3.1%	-8
Cc1ccc(NC(=O)c2nc(S(C)(=O)=O)ncc2N(Cc2ccc(C(C)(C)C)cc2)Cc2ccco2)cc1C	.	0	4	-1%	1%	-2%	7	6.0%	-17
COc1ccc(/C(O)=C2/C(=O)C(=O)N(c3ncccn3)C2c2ccc(F)cc2)cc1 (configuration not stated)	-5	-4	2	-7%	-6%	-1%	-3	?	16
O=C(NNC(=O)C1CCC1)c1ccc(F)cc1	.	.	.	4%	4%	-2%	.	.	-5
CCN1CCN(C(=O)C2CCN(Cc3nc(-c4cccc(Cl)c4)oc3C)CC2)CC1	-22	-3	6	-13%	0%	-4%	-1	-0.8%	-1
Cc1cc(OCc2ccccc2)ccc1/C(O)=C1/C(=O)C(=O)N(Cc2cccnc2)C1c1ccncc1 (configuration not stated)	-8	1	0	6%	-1%	1%	-2	25µM*	24
COc1ccc(NC(=O)COC(=O)c2c3c(nc4ccccc24)CCCC3)cc1Cl	-6	-3	4	.	-2%	-3%	1	3.0%	0
CCOc1ccccc1CNC(=O)C1CCN(S(=O)(=O)N2CCC(C)CC2)CC1	.	.	.	-1%	-4%	-6%	.	.	4
COc1cc(-n2c(C)nc3cc(C(=O)NCC4CCCO4)ccc32)cc(OC)c1OC (configuration not stated)	6	3	5	5%	-2%	-2%	5	-0.2%	2
CCc1ccc(NC(=O)CCCc2nnc3n(CC(C)C)c(=O)c4sccc4n23)cc1	-1	0	3	0%	-5%	-2%	-4	-0.2%	0
COc1cccc(CN2C[C@]34C=C[C@@H](C[C@@H]3S2(=O)=O)O4)c1	8	11	1	10%	0%	0%	10	-1.9%	.
O=C(COC(=O)CC1CC2CCC1C2)Nc1cc([N+](=O)[O-])ccc1F (configuration not stated)	32*	-1	-4	-10%	0%	-1%	0	-2.1%	-13

13 structures out of the list, sorted by formula weight, smallest number first.
SMILES	D2 PAM	D1 potentiator	D1 agonist	Vif-APOBEC3F blk	Vif-A3G inh	Glioma ERSR ind	D1 antagonist	RXFP1 agonist	RXFP1 antag
O=C(NCc1ccc(Cl)cc1Cl)C(=O)N1CCCCC1	2	1	1	1%	3%	-5%	2	-0.8%	-8
c1ccc(-c2nnc3n2N=C(c2ccc4c(c2)OCO4)CS3)nc1	-12	-8	1	-17%	-6%	1%	22	1.9%	0
Cc1cccc(NC(=O)c2ccc(N3CCOCC3)c([N+](=O)[O-])c2)n1	6	3	1	?	0%	1%	1	0.3%	-9
Nc1nc(CSc2nc3ccccc3s2)nc(N2CCCCC2)n1	13	-1	2	-7%	-4%	-3%	5	3.1%	-8
COc1cc(Cl)ccc1OCc1cc(C(=O)N2CCN(C)CC2)no1	6	-2	4	-23%	-3%	-5%	-16	2.7%	3
Cc1ccc(-c2nc(C(=O)NCCCN(C)C)cc3c2[nH]c2ccccc23)cc1	-13	-9	2	?	1%	13%	-18	3.0%	1
COC(=O)c1scc(C#N)c1N/N=C(\C#N)S(=O)(=O)c1ccc(Cl)cc1	4	-5	18	-10%	-5%	-2%	-32*	0.0%	-16
CCN(CC(=O)Nc1ccc(NC(C)=O)cc1)CC(=O)Nc1cccc2ccccc12	.	.	.	-4%	-1%	?	.	.	1
CCOc1ccccc1CNC(=O)C1CCN(S(=O)(=O)N2CCC(C)CC2)CC1	.	.	.	-1%	-4%	-6%	.	.	4
COc1cc(-n2c(C)nc3cc(C(=O)NCC4CCCO4)ccc32)cc(OC)c1OC (configuration not stated)	6	3	5	5%	-2%	-2%	5	-0.2%	2
CCc1ccc(NC(=O)CCCc2nnc3n(CC(C)C)c(=O)c4sccc4n23)cc1	-1	0	3	0%	-5%	-2%	-4	-0.2%	0
COc1ccc(-c2nc3c(c(SCc4cc(C)ccc4C)n2)Cc2c(CO)cnc(C)c2O3)cc1	1	-4	0	1%	-1%	-3%	1	1.1%	-17
Cc1cc(OCc2ccccc2)ccc1/C(O)=C1/C(=O)C(=O)N(Cc2cccnc2)C1c1ccncc1 (configuration not stated)	-8	1	0	6%	-1%	1%	-2	25µM*	24

Screening data deposited in PubChem BioAssay by National Center for Advancing Translational Sciences (NCATS).

Some of the compounds tested; rates above refer to the full screens.
